High-throughput results from PubChem BioAssay.
CCR6 antag: blocks CCL20-driven beta-arrestin recruitment at human CCR6 | CHO-K1 CCR6 PathHunter beta-arrestin, luminescence, CCL20-stimulated | inhibition, % at 20 µM | 340,000 compounds, 0.49% hits | AID 493098;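 active = compounds whose inhibition of the agonist-driven luminescence signal at 20 µM reaches about 50%, limit read from the data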;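 note: cells stimulated with CCL20 at 14 nM final; plate controls were DMSO with CCL20 for no effect and DMSO without agonist for full effect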
Jurkat NFkB inh: lowers PMA/ionomycin-induced NF-kB signal in Jurkat cells. AID 435003. inhibition, % at 4 µM. PMA/ionomycin-induced NF-kB luciferase reporter, luminescence. 330,000 compounds, 0.53% hits
EBI2 block: antagonists of human EBI2 receptor; EBI2 beta-arrestin recruitment, luminescence, 7a,25-OHC stimulated; inhibition, % at 5 µM; 360,000 compounds, 0.81% hits; AID 651636; in the data active = inhibition above about 38%;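 note: enzyme fragment complementation signal reports receptor beta-arrestin coupling in cells; 0% = agonist plus DMSO wells and 100% = wells without agonist; some results beyond the cut were filed as inactive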
SENP8 block: blocks the human protease SENP8 | purified SENP8, Z-RLRGG-aminoluciferin cleavage, luminescence | inhibition, % at 10 µM | 330,000 compounds, 1.2% hits
UBC13 inh: human UBC13 polyubiquitination inhibition; inhibition, % at 20 µM; UBC13 polyubiquitin chain formation, TR-FRET; P61088; 330,000 compounds, 0.47% hits; in the data active = inhibition above about 45%, passing the limit was not always enough; inconclusive = no clear call, values can overlap the other calls
Apaf-1 inh: human Apaf-1 inhibition; O14727; reconstituted apoptosome caspase-3 activity, DEVD-Rh110 fluorescence; inhibition, % at 20 µM; 330,000 compounds, 0.71% hits; active = inhibition of at least 40% at 20 µM;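 note: plate controls were DMSO wells for no effect and DEVD-CHO caspase inhibitor wells for full effect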
Target sequence (O14727 whole entry, looked up): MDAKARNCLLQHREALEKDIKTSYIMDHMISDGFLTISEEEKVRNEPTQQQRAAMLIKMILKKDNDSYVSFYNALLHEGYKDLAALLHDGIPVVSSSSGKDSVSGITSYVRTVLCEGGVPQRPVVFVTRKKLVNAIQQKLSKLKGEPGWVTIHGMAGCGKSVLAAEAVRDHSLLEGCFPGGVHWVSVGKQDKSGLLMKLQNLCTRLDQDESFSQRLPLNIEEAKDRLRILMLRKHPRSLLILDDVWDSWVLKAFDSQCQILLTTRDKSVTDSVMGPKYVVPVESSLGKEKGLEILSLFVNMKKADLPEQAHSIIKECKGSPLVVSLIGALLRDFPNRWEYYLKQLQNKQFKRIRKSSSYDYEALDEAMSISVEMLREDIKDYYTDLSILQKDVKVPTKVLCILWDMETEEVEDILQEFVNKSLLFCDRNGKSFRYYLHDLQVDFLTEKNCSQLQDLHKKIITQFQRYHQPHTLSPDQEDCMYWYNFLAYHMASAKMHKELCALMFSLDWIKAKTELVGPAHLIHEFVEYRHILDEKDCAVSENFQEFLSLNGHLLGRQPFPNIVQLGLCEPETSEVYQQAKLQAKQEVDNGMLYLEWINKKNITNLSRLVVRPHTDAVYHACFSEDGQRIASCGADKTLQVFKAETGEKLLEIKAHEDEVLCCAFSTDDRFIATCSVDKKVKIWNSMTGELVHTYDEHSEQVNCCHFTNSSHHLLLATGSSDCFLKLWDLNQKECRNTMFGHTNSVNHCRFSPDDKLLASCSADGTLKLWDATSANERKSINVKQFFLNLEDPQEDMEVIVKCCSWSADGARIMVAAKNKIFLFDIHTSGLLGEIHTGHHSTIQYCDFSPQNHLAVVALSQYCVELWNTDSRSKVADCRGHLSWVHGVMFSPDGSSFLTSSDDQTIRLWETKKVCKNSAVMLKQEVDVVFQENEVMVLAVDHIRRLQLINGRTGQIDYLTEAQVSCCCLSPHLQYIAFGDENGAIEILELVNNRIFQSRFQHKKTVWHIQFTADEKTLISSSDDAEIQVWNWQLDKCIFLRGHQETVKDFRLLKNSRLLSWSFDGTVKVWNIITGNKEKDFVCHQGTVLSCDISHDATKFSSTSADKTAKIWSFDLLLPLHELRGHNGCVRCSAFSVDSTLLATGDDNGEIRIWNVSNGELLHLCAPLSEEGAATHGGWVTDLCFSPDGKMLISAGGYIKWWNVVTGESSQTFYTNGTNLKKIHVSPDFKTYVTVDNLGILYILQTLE
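Material: reconstituted apoptosome with Apaf-1, cytochrome c, caspase-9, procaspase-3, dATP. Technique: Rh110 fluorescence intensity. Buffer or medium: pH 7.5 Hepes buffer with CHAPS, BSA, DTT. Times: 30 min plus 50 min, RT.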
697 NFkB inh: inhibitors of the PMA/ionomycin-induced NF-kB reporter in 697 B cells; 697 B-cell NF-kB luciferase reporter, 16 h; inhibition, % at 4 µM; 330,000 compounds, 0.33% hits; in the data active = inhibition above about 35%
Gli-Sufu antag: antagonists of Gli-Sufu signaling; inhibition, % at 5 µM; AID 588413; Sufu-KO-LIGHT fibroblasts, Gli luciferase reporter luminescence; 340,000 compounds, 0.74% hits;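 active = inhibition above about 55%, limit read from the data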;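 note: 0% = DMSO-treated cells and 100% = wells with medium but no cells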
* marks the source's active call; other numbers are inactive results; ? = inconclusive. Cut-off read from the data, not from the text of the source, unless noted: active = inhibition above about 50%; inactive = the rest. This is a subset; rates above refer to the full screens.

SMILES	CCR6 antag	Jurkat NFkB inh	EBI2 block	SENP8 block	UBC13 inh	Apaf-1 inh	697 NFkB inh	Gli-Sufu antag
CCCCCCSc1nc(O)c(C2OC(=O)c3c2ccc(OC)c3OC)c(=O)n1CC (stereo not drawn)	-26	-1	6	3	-8	4	-1	0
CCc1nnc(NC(=O)CSc2nnc(-c3ccco3)o2)s1	-9	-14	3	4	0	-5	-1	-2
CCN(CC)CCCn1c2c(c(SCC(=O)Nc3cc(C)on3)nc1=O)CCC2	-4	11	-3	-2	-6	-3	-10	1
COc1ccc(C(=O)N(CC2CCCO2)C(C(=O)NC2CCCC2)c2ccc(C)cc2)cc1OC (stereo not drawn)	3	-11	-5	-13	-6	14	-3	8
CCCS(=O)(=O)c1c(S(=O)(=O)CCC)c2cnccn2c1C(=O)c1ccc(F)cc1	4	-10	0	-10	-14	-19	-25	4
Cc1cc(C(=O)N[C@H](c2ccccc2)[C@@]2(C)C[C@@H]2[C@@H](C)C(=O)Nc2ccc3ccccc3c2)n(C)n1	-2	-9	15	0	16	24	-35	21
Cc1nn(-c2ccccc2)c(C)c1NC(=O)COC(=O)c1ccccc1	4	4	-8	-6	-4	0	10	14
CC1CCN(C(=O)c2[nH]cnc2C(=O)N[C@@H](C)C(=O)OC(C)(C)C)CC1	8	18	-7	0	-7	0	22	-13
O=C(CSc1nc2ccccc2[nH]1)Nc1ccc2c(c1)OCCO2	-7	-29	10	-5	0	12	-17	-41
CCOC(=O)c1c(C)[nH]c(C(=O)COC(=O)CSC)c1C	13	16	-3	-4	1	-1	20	-2
Cc1cc(N2CCC(C(=O)Nc3ccc(F)cc3)CC2)nc(-c2ccccc2)n1	6	8	15	-5	6	16	9	7
Cc1ccc(C)c2[nH]c(=O)c(CCNC(=O)c3ccc(S(=O)(=O)N(C)C)cc3)cc12	13	-7	9	-3	-2	18	-13	4
COc1ccc(NC(=O)C(CC(=O)O)Cc2ccc(C)cc2)cc1 (stereo not drawn)	0	2	2	1	-7	0	29	-2
COc1ccc(Br)cc1C(C[N+](=O)[O-])c1c(N)n(C)c(=O)n(C)c1=O (stereo not drawn)	2	5	-14	-2	8	-4	19	7
COc1ccc(Br)cc1CNC(=O)CN1C(=O)C(c2ccccc2)Oc2cccnc21 (stereo not drawn)	19	7	8	8	-9	-11	-19	-1
CC(=O)c1cc2c(O)c(O)ccc2o1	-12	5	-1	-2	6	5	-18	2
FC(F)(F)c1ccccc1-n1c(-c2ccco2)n[nH]c1=S	3	0	-17	9	3	-13	-43	8
COc1ccc(CC(=O)Nc2c3c(nn2-c2cccc(Cl)c2)CS(=O)(=O)C3)cc1	0	-2	8	-1	12	-11	12	1
CCc1ccccc1NC(=O)Nc1cccn(Cc2ccccc2F)c1=O	9	8	-1	-12	-6	25	17	-9
O=C(/C=C/c1cccc(Cl)c1)NCc1cccs1	-1	-4	14	-6	-8	7	9	14
CCOc1ccc(CC(=O)Nc2ccc(-c3ccc4nnc(C)n4n3)cc2)cc1	-2	-6	-13	-22	8	8	29	15
Cc1ccc2cc(C)c(NCCO)nc2c1	-17	-15	-13	-3	-2	-3	-13	-2
COc1ccc(S(=O)(=O)N2CCC(C(=O)Oc3c(OC)cccc3OC)CC2)cc1OC	2	6	2	-13	-2	14	-8	7
OCCNCc1cc(Br)ccc1OCc1ccccc1	-4	2	-12	-12	-11	-2	-5	28
O=C(CCc1nc2ccccc2c(=O)[nH]1)OCc1cccc(C(F)(F)F)c1	6	12	9	0	-6	1	-3	3
CCOc1ccc(NC(=S)N(Cc2ccc(Cl)cc2)Cc2ccco2)cc1	10	29	40	-1	0	6	-4	-2
O=C(N/N=C/c1ccccn1)c1cc(-c2cccc3ccccc23)n[nH]1	-5	9	-6	-3	-10	10	-7	-9
CC(NC(=O)C1CCCCC1)C(=O)NC1=NCCS1 (stereo not drawn)	-2	13	1	-1	-2	5	17	-2
COc1ccc(Cn2c(SC)nc3ccccc32)cc1[N+](=O)[O-]	-5	-12	12	-8	-8	3	-15	8
Cc1ccc2nc(-c3cccc(N)c3)oc2c1	1	-124	1	95*	13	-24	-101	-105

Molecules listed so far that have bromine:
SMILES	CCR6 antag	Jurkat NFkB inh	EBI2 block	SENP8 block	UBC13 inh	Apaf-1 inh	697 NFkB inh	Gli-Sufu antag
COc1ccc(Br)cc1C(C[N+](=O)[O-])c1c(N)n(C)c(=O)n(C)c1=O (stereo not drawn)	2	5	-14	-2	8	-4	19	7
COc1ccc(Br)cc1CNC(=O)CN1C(=O)C(c2ccccc2)Oc2cccnc21 (stereo not drawn)	19	7	8	8	-9	-11	-19	-1
OCCNCc1cc(Br)ccc1OCc1ccccc1	-4	2	-12	-12	-11	-2	-5	28

The list continues.
SMILES	CCR6 antag	Jurkat NFkB inh	EBI2 block	SENP8 block	UBC13 inh	Apaf-1 inh	697 NFkB inh	Gli-Sufu antag
Cc1ccc(C)c(N2CCN(C(=O)C3CCN(c4nc(C)cc(C)n4)CC3)CC2)c1	-16	19	15	6	15	24	1	1
CCCCc1c(O)c2ccccc2[nH]c1=O	-13	-2	-12	-3	10	-3	15	4
NS(=O)(=O)c1ccc(NC(=O)c2ccccc2Cl)cc1	-11	-17	1	0	2	-4	-1	-4
O=S(=O)(/N=C(/Nc1ccccn1)c1ccccc1)c1ccccc1	-4	-10	4	0	-4	-5	-6	-1
Clc1cccc(-c2ccc3ncnc(NCc4cccs4)c3c2)c1	5	-9	13	3	0	29	-15	10
CC1Cc2cc(/C(O)=C3/C(=O)C(=O)N(CCN4CCOCC4)C3c3ccc(N(C)C)cc3)ccc2O1 (stereo not drawn)	4	10	-17	5	-14	1	12	-3
CC(C)COc1ccc(C(=O)N/C(=C/c2cccc([N+](=O)[O-])c2)C(=O)O)cc1	12	-5	-1	-3	-7	-3	-1	3
C=CCn1c(=O)/c(=C/c2ccc(C)o2)s/c1=C(/C#N)C(=O)c1ccccc1	18	3	0	7	-35	13	26	-2
CCOc1ccccc1-c1nc(SCC(=O)O)n[nH]1	18	15	-2	-2	1	-14	24	0
COC(=O)c1cc(NCc2c(F)cccc2Cl)ccc1N1CCOCC1	-10	8	-1	2	2	7	-26	9
CCOC(=O)c1ccc(OC(=O)CCCCCN=C(N)N)cc1	-2	5	-2	-7	9	4	9	-10
Cc1ccc(NC(=O)c2ccc3nccnc3c2)c(C)c1	-17	-21	-13	-2	1	-4	-31	-60
Cc1ccccc1NC(=O)NCC1CCN(Cc2cccc(Cl)c2)CC1	17	-16	11	-11	-5	3	-2	9
CN(c1ccc(C(=O)NCc2cccnc2)cc1)S(=O)(=O)c1ccc(Cl)cc1	23	-24	-8	-4	-4	-2	-45	4
Cc1cccc(N(C)C(=O)c2cnn(-c3ccccc3)c2C)c1	8	-9	3	-3	-8	7	-21	-6
O=C(Nc1sc2c(c1C(=O)O)CCCC2)c1cccs1	-12	-32	-9	85*	-10	-5	-70	-7
CC1CCC(NC(=O)COC(=O)CNC(=O)c2ccc3ccccc3c2)CC1 (stereo not drawn)	-9	17	11	-1	3	11	8	0
Cn1cc(Cl)c(C(=O)N(Cc2ccccc2)c2ccccn2)n1	-4	1	-4	-10	-9	2	-1	0
Cc1ccsc1C(=O)NCC(C)(C)N1CCOCC1	-1	3	-3	-1	8	-10	10	1
CC(C)(C)C(=O)CN1C2=NCCN2c2ccccc21	18	-1	0	5	1	3	-9	-8
S=C(c1ccc[nH]1)N1CCOCC1	7	-2	9	4	-3	0	15	4
C=CCN(CC(=O)NCc1ccc(F)cc1)C(=O)c1csnn1	0	-5	-6	-7	-7	5	-15	-1
O=C(OC1CCCCC1=O)c1cccc(S(=O)(=O)N2CCCCC2)c1 (stereo not drawn)	-4	-15	-4	1	-1	5	-52	-3
C=Cn1ccnc1CC(O)c1ccc(OC)cc1 (stereo not drawn)	10	-2	5	-8	4	-4	5	9
COc1cc(C2C(C#N)=C(N)Oc3cc4c(cc32)OCO4)cc(OC)c1OC (stereo not drawn)	6	77*	2	3	2	-15	-140	58*
O=C(OCc1ccc([N+](=O)[O-])cc1)c1cc([N+](=O)[O-])ccc1N1CCOCC1	13	19	33	0	-13	13	-18	9
Cc1ccc(-n2c(SCC(=O)N3CCCc4ccccc43)nnc2-c2cccnc2)c(C)c1	31	7	1	3	6	1	4	1
Cn1c(=O)c(C(=O)CN2CC(=O)Nc3ccccc32)c(N)n(Cc2ccccc2)c1=O	1	7	2	-9	-8	4	-10	3
COc1ccc(C(=O)NNC(=O)CSc2nnc3ccccn23)cc1OC	-2	-1	8	-3	10	-9	16	10
O=C(COC(=O)c1cccs1)NCc1ccc2c(c1)OCO2	8	8	7	-9	6	-4	11	-2
O[Si](CCCN1CCCCC1)(c1ccc(F)cc1)C1CCCCC1 (stereo not drawn)	3	-14	0	-6	31	27	-3	1
COC(C[C@H]1O[C@H]1[C@@H](O)[C@H](C)OCc1ccccc1)OC	0	-8	-3	-2	7	-4	4	-3
COc1cccc(S(=O)(=O)NCc2ccc(C(=O)Nc3ccc(Cl)c(Cl)c3)cc2)c1	0	1	32	0	-4	10	-30	2
Cn1nnc2c(sc3nc(N4CCOCC4)c4c(c32)CCCC4)c1=O	3	-24	49*	0	2	3	0	10
O=C(CSc1nncc2ccccc12)Nc1ccc(F)cc1	0	-13	8	-2	3	-9	10	-2
Cc1cccn2c(=O)c(/C=N/O)c(N3CCCCC3)nc12	17	-9	7	-2	3	-8	-2	6
Cc1c(C(=O)Nc2ccc(Br)cc2)cnn1C	-11	-53	-7	-5	2	-2	-82	-54
COc1ccc(S(=O)(=O)N2CCN=C2SCc2cccc(F)c2)cc1	17	7	1	5	5	10	-14	-5
COc1ccc(N2CCN(CCCNC(=O)Cn3c(=O)c4cccn4c4ccccc43)CC2)cc1	9	8	-1	7	0	15	-14	7
C=CCNC(=S)/N=c1/ccccn1CCC	0	12	-9	3	-3	-8	-4	8

Pulled by compound from the entries so far:
SMILES	CCR6 antag	Jurkat NFkB inh	EBI2 block	SENP8 block	UBC13 inh	Apaf-1 inh	697 NFkB inh	Gli-Sufu antag
Cc1cccn2c(=O)c(/C=N/O)c(N3CCCCC3)nc12	17	-9	7	-2	3	-8	-2	6
O=C(CSc1nncc2ccccc12)Nc1ccc(F)cc1	0	-13	8	-2	3	-9	10	-2

Next part.
SMILES	CCR6 antag	Jurkat NFkB inh	EBI2 block	SENP8 block	UBC13 inh	Apaf-1 inh	697 NFkB inh	Gli-Sufu antag
Cn1c(=O)c(C(=O)Nc2ccccn2)c(O)c2ccccc21	-1	-75	4	36	?	13	-300	-41
COc1ccccc1NC(=O)c1cc(C(=O)Nc2ccccc2OC)cc(N2C(=O)CCC2=O)c1	-2	8	-3	-6	4	-1	6	-2
Cc1nn(C(=O)c2cccnc2)c(C)c1C	-7	2	-1	2	-6	18	-23	12
CC(C)(C)c1ccc(C2C(C(=O)c3ccco3)=C(O)C(=O)N2CC2CCCO2)cc1 (stereo not drawn)	6	-13	-6	-13	-12	9	10	-9
COc1ccccc1NC(=O)CSc1nc(=O)n(Cc2ccncc2)c2c1CCCC2	-3	-2	-6	9	6	-2	2	3
COc1ccccc1-n1c(C)c(C(C)=O)c2cc(O)ccc21	9	11	0	-1	0	1	4	28
O=C(CCCl)Nc1ccc(S(=O)(=O)NCc2ccco2)cc1	5	14	1	-9	-22	-10	6	5
COc1cc(C(=O)Nc2cccc3ncccc23)cc(OC)c1OC	14	8	-6	13	1	-3	15	7
Cc1c(OC(C)C(=O)N2C[C@H]3C[C@@H](C2)c2cccc(=O)n2C3)ccc2c3c(c(=O)oc12)CCC3 (stereo partly drawn)	0	-1	0	-10	2	14	8	7
Cc1ccc2nc(NC(=O)CSc3ncnc4c3oc3ccccc34)sc2c1	6	-5	-2	5	0	-4	-4	4
COCCn1c(=S)[nH]c2ncccc2c1=O	3	-5	-7	0	3	-3	-6	-2
CS(=O)(=O)Nc1ccccc1C(=O)NC1CC2CCC1C2 (stereo not drawn)	2	-12	0	6	5	6	-8	0
Cc1ccc(OCC(=O)Nc2cccc(S(=O)(=O)N3CCCCCC3)c2)c([N+](=O)[O-])n1	12	-2	-6	-3	-2	-6	-4	5
